# GST TR-FRET counter = biotin-GST/anti-GST TR-FRET signal inhibitors, dose response, artefact control for Vif-APOBEC3G degradation inhibitor project, biochemical (AID 1117362). TR-FRET counter screen, biotin-GST/anti-GST signal. inhibition, % at the top dose, mostly 100 µM; hits show IC50 in µM. 3,600 compounds, 2.8% hits;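 active = inhibition above 30% at one or more concentrations, seen consistently on every test date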;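 note: biotinylated GST protein used in place of GST-Vif 1-94 and biotin-A3G peptide; detects fluorescence quenchers or blockers of GST binding to anti-GST antibody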
# * = called active by the depositor.
SMILES,GST TR-FRET counter
O=C1NC(=S)S/C1=C\C=C\c1ccc([N+](=O)[O-])o1,8.2%

# Screening data (PubChem)

# Some of the compounds tested. The share of hits here may be higher or lower than overall.
